Screening data deposited in PubChem by several laboratories.
KCNQ1 act: potentiators or activators of KCNQ1 channel, primary screen, cell-based, thallium flux, high-throughput | Potassium voltage-gated channel subfamily KQT member 1 (Homo sapiens), P51787 | CHO-K1 KCNQ1, thallium flux FluxOR fluorescence; stronger effect = higher value | B-score at 10 µM | 310,000 tested, 0.35% active | AID 2648, 2010;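 active = fluorescence ratio B-score, a plate-corrected score, at least three library SD, with initial intensity B-score within 5 SD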
Target sequence (P51787 whole entry, looked up): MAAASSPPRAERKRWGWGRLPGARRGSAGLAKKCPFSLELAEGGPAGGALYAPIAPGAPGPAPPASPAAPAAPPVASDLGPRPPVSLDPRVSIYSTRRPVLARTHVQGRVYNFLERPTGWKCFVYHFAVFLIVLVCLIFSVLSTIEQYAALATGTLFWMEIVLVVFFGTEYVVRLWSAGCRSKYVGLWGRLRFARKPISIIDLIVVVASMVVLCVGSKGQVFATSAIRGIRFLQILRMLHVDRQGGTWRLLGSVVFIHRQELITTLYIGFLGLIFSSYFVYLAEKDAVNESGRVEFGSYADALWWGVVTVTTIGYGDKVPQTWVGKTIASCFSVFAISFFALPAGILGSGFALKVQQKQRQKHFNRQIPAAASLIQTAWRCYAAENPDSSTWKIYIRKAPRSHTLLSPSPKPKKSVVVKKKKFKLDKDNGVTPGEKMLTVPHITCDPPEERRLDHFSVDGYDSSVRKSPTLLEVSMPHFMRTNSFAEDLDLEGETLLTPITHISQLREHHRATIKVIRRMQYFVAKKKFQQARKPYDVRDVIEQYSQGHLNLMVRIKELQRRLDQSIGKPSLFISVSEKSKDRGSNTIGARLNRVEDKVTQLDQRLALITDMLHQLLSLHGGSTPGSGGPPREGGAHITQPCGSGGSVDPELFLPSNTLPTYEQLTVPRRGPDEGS
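Doses: Single concentration per compound, DMSO matched to controls | Test system: KCNQ1-transfected CHO-K1 cells | Timing: 90 min dye loading and 20 min compound exposure, both at room temperature | Measured by: Kinetic FluxOR thallium fluorescence, 10-s 1-Hz baseline, 110-s post-stimulus read | Medium: Assay buffer with matched DMSO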
TRPC4 act: activators of mouse TRPC4 channel, primary screen, Fluo4 calcium, HEK293 TRPC4beta/mu-opioid cells; AID 2237, 2010; Short transient receptor potential channel 4 (Mus musculus), Q9QUQ5; 310,000 tested, 0.49% active; B-score at 10 µM; Fluo4 calcium fluorescence; stronger effect = higher value;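 active = B-score above 5 SD of library B-scores, and initial fluorescence ratio not above library mean plus 5 SD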;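 note: positive B-score marks a calcium rise read as TRPC4 activation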
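Material: HEK293 stable line with TRPC4beta plus mu-opioid receptor; technique: Fluo4 calcium-sensitive dye fluorescence, kinetic, 1 Hz baseline; timing: Fluo4 dye loading 45 min at room temperature, 110 s recording; controls: assay buffer as low control, maximal DAMGO as high control; read-out: integrated baseline-normalised fluorescence ratio, converted to per-well B score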
DYRK1A inh: rat Dyrk1A kinase inhibitors, primary screen, biochemical, single point, plate reader; Dual specificity tyrosine-phosphorylation-regulated kinase 1A (Rattus norvegicus), Q63470; ADP-Glo luminescence, NFATc1 peptide; inhibition, % at 12.5 µM; 310,000 tested, 0.43% active; AID 504441, 2011; in the data active = inhibition above about 50%;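 note: plate controls were vehicle with enzyme for no effect and no enzyme for full effect; many of its hits are not listed in these tables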
KCNK3 block: human KCNK3 channel inhibitors, primary screen, CHO cells, FluxOR thallium flux, B-score | 340,000 tested, 0.84% active | FluxOR fluorescence; stronger effect = lower value | B-score at 10 µM | Potassium channel subfamily K member 3 (Homo sapiens), O14649;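 active = B-score under library mean minus 4 SD, starting fluorescence ratio at most library mean plus 5 SD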;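 note: more negative B-score means stronger inhibition of thallium flux through KCNK3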
Platelet DG rel: inhibitors of platelet dense granule secretion, primary screen, cell-based, MLPCN, human platelets; human platelet-rich plasma, SFLLRN dense granule ATP release, luminescence; inhibition, %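 (compounds screened at 7.5 µM in platelet-rich plasma)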; 300,000 tested, 0.22% active; AID 1663, 2009;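 active = mean replicate score, as percent of positive control, at or above 50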
TRPC4 inh: inhibitors of mouse TRPC4 channel, primary screen, Fluo4 calcium, HEK293 TRPC4beta/mu-opioid cells | Short transient receptor potential channel 4 (Mus musculus), Q9QUQ5 | DAMGO-evoked Fluo4 calcium flux; stronger effect = lower value | B-score at 10 µM | 300,000 tested, 0.39% active | AID 2247, 2010;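 active = B-score over 3 SD under the library average, no early fluorescence shift, positive overall ratio signal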
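System: stable TRPC4beta/mu-opioid receptor HEK293 cells; Dosing: single-point compound dosing; Measured by: Fluo4 Ca2+ flux fluorescence; Read-out basis: per-well B score of integrated baseline-normalized Fluo4 ratio.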
PolyA inh: polyadenylation inhibitors in yeast reporter cells, primary screen, luminescence, S. cerevisiae; calls only at 12 µM; S. cerevisiae SKY197-pL101 polyadenylation reporter, beta-gal luminescence; efflux-impaired pdr1/pdr3 knockout yeast; score 100 = 6 SD above DMSO; 300,000 tested, 0.02% active;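 active = lowest replicate activity score at least 50, where 100 means six control SD above control mean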;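 note: yeast exposed to compound for 9 h at 30 °C; higher score means more reporter readthrough which indicates perturbed polyadenylation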
hERG protect: hERG rescue from dofetilide block, primary screen, cell-based, CHO-hERG, FluxOR thallium flux, dofetilide IC70 | Voltage-gated inwardly rectifying potassium channel KCNH2 (Homo sapiens), Q12809 | dofetilide IC70 present | activation (rescue from dofetilide block), less the hit threshold, % at 10 µM | 310,000 tested, 0.51% active | AID 1511, 2009;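 active = activation above the mean of controls blocked by dofetilide plus 5 SD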;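 note: thallium influx through hERG after potassium depolarization seen as dye fluorescence rise; in these data hits start at about 4.7%; inactives centre near -7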
KCNQ1 block: inhibitors of human KCNQ1 channel, primary screen, cell-based, thallium flux, high-throughput; B-score at 10 µM; CHO-K1 KCNQ1, FluxOR thallium flux fluorescence; stronger effect = higher value; Potassium voltage-gated channel subfamily KQT member 1 (Homo sapiens), P51787; AID 2642, 2010; 310,000 tested, 1.3% active;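 active = compounds whose thallium flux B-score, printed positive for inhibition, exceeds three library SD while starting fluorescence stays within three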;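 note: channel opened by potassium depolarization with thallium stimulus after 20 min compound exposure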
KCNK9 block: KCNK9 potassium channel inhibitors, primary screen, HEK293 cells, thallium flux. 310,000 tested, 1.2% active. Potassium channel subfamily K member 9 (Homo sapiens), Q9NPC2. B-score at 10 µM. FluxOR thallium flux fluorescence; stronger effect = lower value;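 active = ratio B-score over 3 SD below the library mean, with starting fluorescence within 5 SD of its mean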;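 note: negative B-score means less thallium flux so channel inhibition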
Target sequence (Q9NPC2 whole entry, looked up): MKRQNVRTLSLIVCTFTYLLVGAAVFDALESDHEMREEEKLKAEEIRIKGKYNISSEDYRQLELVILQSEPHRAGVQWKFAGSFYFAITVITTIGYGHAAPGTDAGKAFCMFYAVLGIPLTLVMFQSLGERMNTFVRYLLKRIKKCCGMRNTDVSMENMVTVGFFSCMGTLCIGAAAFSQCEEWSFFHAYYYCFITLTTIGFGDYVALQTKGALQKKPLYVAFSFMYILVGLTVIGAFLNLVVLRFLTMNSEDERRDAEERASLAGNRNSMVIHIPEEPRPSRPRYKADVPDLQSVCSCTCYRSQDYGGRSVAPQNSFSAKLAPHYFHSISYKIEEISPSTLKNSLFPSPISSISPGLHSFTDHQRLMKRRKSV
TRPC4 PAM: positive allosteric modulators of TRPC4, primary screen, cell-based, mouse TRPC4beta, HEK293 mu-opioid, Fluo-4 calcium | Short transient receptor potential channel 4 (Mus musculus), Q9QUQ5 | DAMGO EC20, Fluo-4 Ca2+ flux; stronger effect = higher value | B-score at 10 µM | 310,000 tested, 0.42% active;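 active = B-score of calcium response area above 5 SD of library B-scores, with initial fluorescence ratio within 5 SD of library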;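 note: B-score of integrated fluorescence ratio over time as area under calcium response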
Numbers without * were called inactive; i = inactive; nt = not tested or not shown. These rows are one share of the data (hit frequency here may not be typical).

#	SMILES	KCNQ1 act	TRPC4 act	DYRK1A inh	KCNK3 block	Platelet DG rel	TRPC4 inh	PolyA inh	hERG protect	KCNQ1 block	KCNK9 block	TRPC4 PAM
1	OCCC1CN(Cc2cc3ccccc3o2)CCN1Cc1ccc(F)cc1 (centres undefined)	i	i	-2	i	4	i	i	-6	i	i	i
2	CC(=O)NCCN1C(=O)S/C(=C\c2cccs2)C1=O	i	i	-9	i	-3	i	i	-9	i	i	i
3	CCN(CC)C(=O)CN(c1cc(Cl)ccc1OC)S(C)(=O)=O	i	i	-3	i	-3	i	i	-2	i	i	i
4	N/C(=N\OC(=O)c1ccc(Cl)cc1Cl)c1ccccn1	i	i	8	i	56*	i	i	-5	i	i	i
5	COC(=O)c1cc2ccsc2n1Cc1nc(-c2ccc(OC)cc2)oc1C	i	i	nt	i	-1	i	i	-6	i	-8.4*	i
6	COc1ccccc1NC(=O)NCc1nc(-c2ccc(C(F)(F)F)cc2)no1	i	i	8	i	26	i	i	-3	i	i	i
7	C=CCn1c(=O)c2ccc(C(=O)NCc3ccccc3)cc2n(Cc2ccc(Cl)cc2)c1=O	i	i	-2	i	-3	i	i	-6	i	i	i
8	CSc1ncc(C(=O)Nc2cccc(Cl)c2)c(C)n1	i	i	-1	i	-7	i	i	-5	i	i	i
9	CNc1ccc(Br)cc(C(=O)/C=C/c2ccc(OC)cc2)c1=O	i	i	0	i	18	i	i	-4	i	i	i
10	Cn1ccnc1SCC(=O)Nc1ccc(Br)cc1C(F)(F)F	i	i	-2	i	-8	i	i	-4	i	i	i
11	COc1ccc2nc(/N=C/c3cccc(OC)c3O)sc2c1	i	i	2	i	-2	i	i	-4	i	i	i
12	CCOC(=O)n1c(SCC(N)=O)nc2ccccc21	i	i	25	i	15	i	i	-3	i	i	i
13	Cc1cc(Cl)ccc1NC(=O)C1CCCN1C(=O)c1cccs1 (centres undefined)	i	i	-2	i	2	i	i	2	i	i	i
14	CC(C)c1ccc(/C=C2\SC(=S)N(CCC(=O)NCCCn3ccnc3)C2=O)cc1	i	i	-3	i	-24	i	i	-11	i	i	i
15	O=C1CCC/C(=N\NC(=O)c2ccc(NS(=O)(=O)c3ccc(Br)cc3)cc2)C1	i	i	-3	i	0	i	i	-9	i	i	i
16	COc1ccc(C(=O)Oc2cc(/C=N/NC(N)=S)ccc2OC)cc1	i	i	4	i	10	i	i	-4	i	i	i
17	Cc1nc2cc(NCc3ccc(Cl)cc3)ccc2n1C	i	i	6	i	7	i	i	-6	i	i	i
18	O=c1c2cc(NC(=S)N3CCCCCC3)ccc2nc2n1CCCCC2	i	i	-2	i	-9	i	i	-14	i	i	i
19	COc1ccc(OC)c(NC(=O)c2sc3nc(Cc4ccccc4)cc(C(F)(F)F)c3c2N)c1	i	i	3	i	0	i	i	-10	i	i	i
20	Cc1ccc(C(=O)NC(=S)NCCCN2CCOCC2)cc1	i	i	-1	i	-3	i	i	-8	i	i	i
21	COc1ccccc1NC(=S)N1CCN(c2ccccn2)CC1	i	i	-3	i	-2	i	i	-1	i	i	i
22	CCN1CCN(C(=O)c2nn(-c3ccc(C)cc3)c(=O)c3c2c2ccccc2n3C)CC1	i	i	4	i	-2	i	i	-1	i	i	i
23	O=c1c2ccc(Cl)cc2[nH]c(=S)n1CCC1=CCCCC1	20*	i	-9	i	15	i	i	25*	i	i	i
24	COc1cccc(CNC(=O)c2cc(C)nc3ccccc23)c1	i	i	1	i	1	i	i	-4	i	i	i
25	Cc1c(C(=O)N2CC(C)OC(C)C2)[nH]c2ccc(Br)cc12 (centres undefined)	i	i	10	i	1	i	i	-7	i	i	i
26	CSc1ccc(/C=C(\C#N)C(=O)NC2CCCCC2)cc1	i	i	4	i	0	i	i	-8	i	i	i
27	CN=C(C)/C(C(=O)OC)=C(/O)c1ccccc1F	i	i	nt	i	5	i	i	-7	i	i	i
28	CN1CCC(=NNC(=O)c2cn(-c3ccccc3)nc2-c2ccccc2)CC1	i	i	2	i	6	i	i	-3	i	i	i
29	CC1C(=O)Nc2ccc(S(=O)(=O)NCCc3ccc(Cl)cc3)cc2NC1=O (centres undefined)	i	i	-1	i	-2	i	i	0	i	i	i
30	Nc1nccnc1C(=O)OCC(=O)Nc1ccc2[nH]c(=O)[nH]c2c1	i	i	16	i	1	i	i	-12	i	i	i

Compound profiles (already shown).
CCN(CC)C(=O)CN(c1cc(Cl)ccc1OC)S(C)(=O)=O is listed as KCNQ1 act = i; TRPC4 act = i; DYRK1A inh = -3; KCNK3 block = i; Platelet DG rel = -3; TRPC4 inh = i; PolyA inh = i; hERG protect = -2; KCNQ1 block = i; KCNK9 block = i; TRPC4 PAM = i
C=CCn1c(=O)c2ccc(C(=O)NCc3ccccc3)cc2n(Cc2ccc(Cl)cc2)c1=O is listed as KCNQ1 act = i; TRPC4 act = i; DYRK1A inh = -2; KCNK3 block = i; Platelet DG rel = -3; TRPC4 inh = i; PolyA inh = i; hERG protect = -6; KCNQ1 block = i; KCNK9 block = i; TRPC4 PAM = i

New compounds follow
#	SMILES	KCNQ1 act	TRPC4 act	DYRK1A inh	KCNK3 block	Platelet DG rel	TRPC4 inh	PolyA inh	hERG protect	KCNQ1 block	KCNK9 block	TRPC4 PAM
31	COC(=O)c1ccc(C(=O)Nc2cc(Cl)ccc2Cl)cc1NC(=O)c1ccccc1C	i	i	34	i	7	i	i	-12	i	i	i
32	Cn1cc(CN2CCCC(C(=O)Nc3cccc(-n4cccn4)c3)C2)cn1 (centres undefined)	i	i	3	i	11	i	i	-11	i	i	i
33	N#Cc1cc(C(=O)c2cc(Cl)ccc2O)cn(CC2CCCO2)c1=O (centres undefined)	i	i	5	i	2	i	i	-15	i	i	i
34	Cc1ccc2nc(NC(=O)CCNS(=O)(=O)c3ccc(Br)s3)sc2c1	i	i	28	i	7	i	i	-3	i	i	i
35	CCN(CC)C(=O)C(Oc1ccc(S(=O)(=O)N2CCCC2)cc1[N+](=O)[O-])c1ccccc1 (centres undefined)	i	i	-3	-11*	17	i	i	-3	i	-7.1*	i
36	O=C(/C=C/c1cccc(F)c1)NCc1ccc2c(c1)OCO2	i	i	-4	i	1	i	i	-3	i	i	i
37	CCc1cc(CC)c(/C=N/NC(N)=O)c(CC)c1	i	i	nt	i	-7	i	i	-8	i	i	i
38	COc1ccc(NC(=O)c2[nH]c(C)c(C(C)=O)c2C)cc1S(=O)(=O)Nc1ccc(Br)cc1	i	i	2	i	9	i	i	-4	i	i	i
39	COc1ccc(-c2cn[nH]c2-c2ccc(OCc3ccccc3F)cc2O)cc1OC	i	i	2	i	-2	i	i	-4	i	i	i
40	CC1(C)CC(=O)C(C2(O)C(=O)N(Cc3ccccc3)c3ccccc32)CO1 (centres undefined)	i	i	-6	i	-3	i	i	-6	i	i	i
41	Cc1cc(C)n(/N=C/c2ccccc2)c(=O)c1C#N	i	i	-2	i	4	i	i	-5	i	i	i
42	Cc1ncsc1C(=O)Nc1nc2c(s1)CCCC2	i	i	1	i	61*	i	i	-3	i	i	i
43	Cc1cc([N+](=O)[O-])cc(C)c1OCC(=O)N/N=C/c1ccc(OC(=O)c2ccccc2)cc1	i	i	3	i	-31	i	i	-1	i	i	i
44	NC(=S)C(c1ccccc1)c1ncc(C(F)(F)F)cc1Cl (centres undefined)	i	i	3	i	2	i	i	-9	i	i	i
45	CCC(C)NC(=O)c1cn(CC)c2cc(N3CCN(C(=O)c4ccco4)CC3)c(F)cc2c1=O (centres undefined)	i	i	nt	i	2	i	i	-12	i	i	i
46	CCOc1ccc(CN2CCN(Cc3cc4ccccc4[nH]3)CC2CCO)cc1 (centres undefined)	i	i	-27	i	7	i	i	-7	i	i	i
47	CCCN1CCN(C(=O)c2ccc(CS(=O)c3ccc(F)cc3)o2)CC1 (centres undefined)	i	i	0	i	3	i	i	-5	i	i	i
48	Cc1nc2ccccc2n1CC(=O)OCC(=O)NC1CC1	i	i	0	i	-4	i	i	-5	i	i	i
49	COc1ccc(C(=O)NC2CCCc3c2cnn3-c2cc(F)cc(F)c2)c(OC)c1OC (centres undefined)	i	i	-4	i	7	i	i	-18	i	i	i
50	CC(=O)N1c2ccccc2N(Cc2ccc([N+](=O)[O-])cc2)C(=O)C1(C)C	i	i	nt	i	1	i	i	-4	i	i	i
51	O=C(COC(=O)CCCN1C(=O)c2cccc3cccc(c23)C1=O)Nc1cccc(Br)c1	i	i	2	i	17	i	i	-8	i	i	i
52	CCOC(=O)C(C)On1c(-c2ccccc2)nc2ccc([N+](=O)[O-])cc21 (centres undefined)	i	i	32	i	0	i	i	-16	i	i	i
53	COc1ccc(CN2CCOCC2)c(C)c1C	i	i	2	i	17	i	i	-9	i	i	i
54	O=C(CN1C(=O)NC2(CCCC2)C1=O)N1CCN(c2ccccc2Cl)CC1	i	i	-11	i	-5	i	i	-5	i	i	i
55	CC(C)Cc1nnc(NC(=O)CCC(=O)NC2CCCc3ccccc32)s1 (centres undefined)	i	i	-2	i	-13	i	i	-5	i	i	i
56	COc1ccc(N2CCN(C(CNC(=O)C(C)(C)C)c3ccco3)CC2)cc1 (centres undefined)	i	i	-7	i	7	i	i	-12	i	i	i
